Screens from PubChem BioAssay.
TRPV1 agonist: activates the human vanilloid receptor TRPV1; TRPV1-expressing cells, Fluo-8 calcium influx, agonist mode; activation, % at 8.33 µM; actives 0.19% (n = 320,000); in the data active means activation above about 80%; inconclusive means between about 30% and that limit; further: 0% is about no effect
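Fluo-8 calcium influx in TRPV1-expressing cells, kinetic read (ex 480/em 520 nm). Compound added and read 3 min for agonist activity, followed by capsaicin at EC20 final and 2 min further read for enhancement.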
ELG1 genotox: induces genotoxicity in HEK293T cells with luciferase-tagged ELG1. HEK293T ELG1-luciferase reporter, luminescence, 16 h. Potency, µM (top dose mostly 46 µM), without a hit: at the top dose activity change, positive = activation, hits mostly activators. actives 1.3% (n = 330,000); further: potency means the concentration at half of the fitted maximal effect; % of control where 0% means no effect; nearly all actives have a fitted effect of over 60% in size
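DMSO vehicle served as control against compound-treated ELG1-luciferase HEK293T cells; exposure lasted 16 hr at 37 °C and 5% CO2, followed by ONE-Glo luminescence detection after 30 min.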
p53 reactivator: restores transcriptional activity of mutant p53 | H1299 p53-A138V BP100-luciferase reporter, luminescence, 24 h | Potency, µM (doses to about 92.2 µM), for inactives: at the top dose activity change, positive = activation, usual class: activators | actives 0.063% (n = 320,000) | AID 504706; further: potency means the concentration at half of the fitted maximal effect; % of control where 0% means no effect; nearly all actives have a fitted effect of over 45% in size
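p53-null H1299 cells stably carrying temperature-sensitive p53-A138V and a BP100-luciferase reporter were pinned with compounds (4-point, 1:5 series) and held 24 hrs at 37 deg C. Luminescence was read 10 min after detection reagent.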
RORg inh: inhibitors of mouse ROR gamma transcriptional activity; P51450; Drosophila S2 Gal4-RORgamma UAS-luciferase reporter, 20 h; Potency, µM (highest dose often 53.6 µM), for inactives: at the top dose activity change, negative = inhibition, most hits filed as inhibitors; actives 5.4% (n = 310,000); AID 2551; further: potency means the concentration at half of the fitted maximal effect; on the % scale 0 is the no-effect control and ±100 the full control effect; nearly all actives have a fitted effect of over 60% in size
Target sequence (P51450 whole entry, looked up, the tested form may be a part): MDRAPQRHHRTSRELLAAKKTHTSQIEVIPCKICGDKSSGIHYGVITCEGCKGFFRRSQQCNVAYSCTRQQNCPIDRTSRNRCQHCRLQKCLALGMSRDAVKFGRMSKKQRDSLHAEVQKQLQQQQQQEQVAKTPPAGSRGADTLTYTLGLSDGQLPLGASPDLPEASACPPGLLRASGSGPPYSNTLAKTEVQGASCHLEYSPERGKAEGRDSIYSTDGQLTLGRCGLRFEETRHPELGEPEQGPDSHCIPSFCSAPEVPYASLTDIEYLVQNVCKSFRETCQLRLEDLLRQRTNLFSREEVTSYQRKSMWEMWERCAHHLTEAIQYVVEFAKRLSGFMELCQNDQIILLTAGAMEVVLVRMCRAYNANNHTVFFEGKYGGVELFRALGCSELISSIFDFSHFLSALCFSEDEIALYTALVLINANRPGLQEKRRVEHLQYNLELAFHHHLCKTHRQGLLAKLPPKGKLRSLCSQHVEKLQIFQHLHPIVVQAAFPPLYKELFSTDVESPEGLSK
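Drosophila Schneider cells stably carrying a metallothionein-driven Gal4 DBD–ROR gamma fusion and a UAS-Photinus luciferase reporter were exposed to compound for 1 hr, then induced with copper sulfate (700 uM final) for 20 hr at ambient temperature before luminescence reading.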
Rab9 promoter act: Rab9 promoter activation; Huh7 Rab9 promoter-luciferase reporter, luminescence, 24 h; Potency, µM (highest dose often 9.22 µM), without a hit: top-dose activation, negative = inhibition, hits mostly activators; actives 2.8% (n = 320,000); AID 485297; further: potency means the concentration at half of the fitted maximal effect; % of control where 0% means no effect; nearly all actives have a fitted effect of over 60% in size
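Luminescence read-out: Huh7 cells stably expressing Rab9-luciferase, treated 24 h with compound at 37 °C, then lysed with luciferase reagent for 10 min at ambient before reading.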
FLuc modulator: inhibits or activates purified firefly luciferase, miR-21 counter-screen; purified FLuc, Km substrates, luminescence inhibition; Potency, µM (top dose mostly 57.5 µM), for inactives: at the top dose activity change, negative = inhibition, most hits filed as inhibitors; actives 6.9% (n = 360,000); AID 588342;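 further: potency means the concentration at half of the fitted maximal effect; plate controls were vehicle for no effect and reference inhibitor for full effect; nearly all actives have a fitted effect of over 55% in size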
Target sequence (P08659 whole entry, looked up): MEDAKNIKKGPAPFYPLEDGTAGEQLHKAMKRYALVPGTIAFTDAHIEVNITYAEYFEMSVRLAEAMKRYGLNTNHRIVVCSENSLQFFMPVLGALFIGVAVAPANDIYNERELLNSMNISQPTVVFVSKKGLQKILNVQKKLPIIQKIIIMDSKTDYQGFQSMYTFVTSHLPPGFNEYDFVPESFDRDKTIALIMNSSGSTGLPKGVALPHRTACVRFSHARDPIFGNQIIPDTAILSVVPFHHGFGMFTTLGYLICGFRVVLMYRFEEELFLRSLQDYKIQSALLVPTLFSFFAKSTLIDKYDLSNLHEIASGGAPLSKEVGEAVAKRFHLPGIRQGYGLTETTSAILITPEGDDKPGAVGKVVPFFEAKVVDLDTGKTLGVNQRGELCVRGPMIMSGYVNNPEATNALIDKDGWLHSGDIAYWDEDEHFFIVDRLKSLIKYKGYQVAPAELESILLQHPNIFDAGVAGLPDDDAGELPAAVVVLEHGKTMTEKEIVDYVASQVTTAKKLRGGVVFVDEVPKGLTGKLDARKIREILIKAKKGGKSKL
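Purified P. pyralis luciferase, 10 nM final, with Km-level 10 uM D-luciferin and 10 uM ATP in 50 mM Tris acetate pH 7.5, 10 mM Mg acetate, 0.01% Tween-20, 0.05% BSA; 6-point qHTS titration about 60 µM downward; luminescence read.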
BRCA1 expr act: BRCA1 expression activation | MCF7-BRCA1-FFLuc reporter, luminescence, 48 h; response scale: scaled: vehicle 0%, 10 µM genistein 100% | Potency, µM (titrated, usually from 46.1 µM), for the others: at the highest dose activation, hits mostly activators | actives 1.1% (n = 380,000) | AID 624202; further: potency means the concentration at half of the fitted maximal effect; nearly all actives have a fitted effect of over 80% in size; some results filed as inactive show a strong effect at the top dose
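Luminescence from a BRCA1-driven firefly luciferase in MCF7 cells was read after 48 h compound exposure at 37 C. Data normalized against DMSO and a 10microM genistein activation control, then curve-fitted across the titration.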
NPC1 prom act: NPC1 promoter activation. AID 485313. actives 2.4% (n = 320,000). Huh7 NPC1 promoter luciferase reporter, 24 h. Potency, µM (doses to about 9.22 µM), for inactives: top-dose activation, hits mostly activators;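 further: potency means the concentration at half of the fitted maximal effect; % of control where 0% means no effect; nearly all actives have a fitted effect of over 60% in size; reporter is driven by a mutant NPC1 promoter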
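Huh7 cells stably carrying NPC1 promoter–luciferase, plated in Opti-MEM with 10% FBS for 2 h, were exposed to compound in DMSO for 24 h at 37 °C; luciferase reagent was added for 10 min and luminescence read.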
ELG1 DNA repair: blocks ELG1-dependent DNA repair in HEK293T cells; HEK293T ELG1-luciferase reporter, luminescence, 16 h; DNA damage induced by 5-fluorouridine; Potency, µM (doses to about 46.1 µM), for inactives: at the highest dose activity change, negative = inhibition, usual class: inhibitors; actives 2.3% (n = 330,000); further: potency means the concentration at half of the fitted maximal effect; on the % scale 0 is the no-effect control and ±100 the full control effect; nearly all actives have a fitted effect of over 55% in size
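Step one: seed 2,000 cells per well. Step two: pin-transfer compound or DMSO alongside 5-fluorouridine. Step three: incubate 16 hr, 37 °C, 5% CO2. Step four: add ONE-Glo, wait 30 min, read luminescence.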
Tb PFK block: blocks T. brucei phosphofructokinase. O15648. T. brucei PFK, ADP-Glo luminescence. Potency, µM (highest dose often 57.5 µM), without a hit: at the highest dose activity, negative = inhibition, actives largely listed as inhibitors. actives 0.17% (n = 330,000). AID 485367;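 further: potency means the concentration at half of the fitted maximal effect; 0% = uninhibited 1x PFK enzyme wells and -100% = no-enzyme wells; nearly all actives have a fitted effect of over 60% in size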
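Luminescent ADP detection (ADP-Glo, two-step: ATP depletion then ADP-to-ATP conversion for luciferase) reported PFK activity after 45 min room-temperature reaction of 1.25 nM enzyme with 0.5 mM F6P and 0.1 mM ATP at pH 8.0.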
VP16 counter: counter-screen for ROR gamma inhibitors: Gal4-VP16 reporter; Drosophila S2 Gal4-VP16 UAS-luciferase, luminescence, 20 h; Potency, µM (series often up to 53.6 µM), without a hit: at the highest dose activity, negative = inhibition, hits mostly inhibitors; actives 3.5% (n = 310,000); AID 2546;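 further: Gal4-VP16 expression switched on by copper sulfate through the metallothionein promoter; potency means the concentration at half of the fitted maximal effect; on the % scale 0 is the no-effect control and ±100 the full control effect; nearly all actives have a fitted effect of over 50% in size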
Starred values were filed as active, the others as inactive; ? = inconclusive; . = no result given; [ ] = dose if it differs, or a comment. Unless noted, the call rests on the fitted dose curve; in most records, active means well fitted curve in the direction sought with a large enough effect; inconclusive means small, poorly fitted or top-dose-only effect, or another doubt; inactive means no such curve, though single readings can be large; an effect the other way counts as inactive or inconclusive. Hits appear at their usual frequency. About 15% of those tested had a hit in this group.

SMILES	TRPV1 agonist	ELG1 genotox	p53 reactivator	RORg inh	Rab9 promoter act	FLuc modulator	BRCA1 expr act	NPC1 prom act	ELG1 DNA repair	Tb PFK block	VP16 counter
Cc1ccc(NC(=O)CSc2nccn2C)cc1F	?	-6%	-2%	34%	-23%	?	?	-22%	2%	2%	?
O=C(c1ccccc1)c1ccc(OCC(O)CNCc2ccc(F)cc2)cc1 (stereo not given)	-2	-5%	?	-1%	-2%	-1%	-25%	-3%	-3%	-1%	-5%
CCCNC(=O)c1cc(OC)c(OC)cc1[N+](=O)[O-]	0	-2%	-1%	-34%	1%	0%	1%	-2%	-2%	0%	15%
CC1CN(C(=O)c2ccc(CNS(=O)(=O)c3cccc(Cl)c3)cc2)CC(C)O1 (stereo not given)	3	-11%	.	.	5%	6%	-11%	-10%	?	1%	.
O=C(CSCCO)Nc1cccc(C(F)(F)F)c1	13	1%	-6%	-3%	-2%	0%	1%	-2%	0%	?	-2%
CC(C)(C)c1ccc(OCc2ccc(C(=O)NCc3cccnc3)o2)cc1	?	?	-5%	?	1.3µM*	17µM*	?	2.8µM*	?	-2%	1.4µM*
Cc1cccc(NC(=O)NNC(=O)COc2ccc3ccccc3c2)c1	-8	4%	18%	8%	8%	-1%	-5%	-1%	26%	-4%	0%
O=C(Nc1cc(C(F)(F)F)ccc1Cl)c1cc(C2CC2)on1	3	-1%	5%	15%	-2%	5%	-66%	18%	2%	-1%	-7%
Cc1cc(Nc2ccccc2)n(C(=O)c2ccc(N)cc2)n1	22	?	-6%	18%	?	9.5µM*	-23%	?	?	1%	-9%
CC1CCN(C(=O)CSc2nc(N)c(NC(=O)c3ccccc3)c(=O)[nH]2)CC1	-2	2%	12%	-22%	8%	4%	1%	-1%	3%	-2%	1%
CCC(CO)NCC#Cc1ccccc1 (stereo not given)	1	-1%	-4%	-15%	-3%	-2%	-6%	-3%	-11%	0%	5%
CC1CCN(S(=O)(=O)c2ccc3c(c2)c(=O)c(C(=O)NCc2ccccc2Cl)cn3C)CC1	4	1%	3%	44%	-2%	-29%	.	-1%	2%	-1%	-3%
O=C(NS(=O)(=O)Oc1cccc(F)c1)OC[C@@H]1CCCN2CCCCC12 (stereo not given in full)	4	-6%	6%	-2%	-5%	0%	0%	1%	22%	-19%	-2%
O=C(NCc1ccc2c(c1)OCO2)C1CCCN1C(=O)Nc1cccc(Cl)c1 (stereo not given)	0	2%	-2%	2%	-2%	2%	19%	-2%	0%	3%	10%
CC(=O)Oc1ccccc1C(=O)Oc1ccccc1C(=O)O	1	4%	5%	7%	-2%	8%	-2%	-2%	15%	-7%	7%
CCC(=O)N1CCN(c2c(Cl)cccc2[N+](=O)[O-])CC1	-1	0%	-4%	-17%	-7%	-2%	4%	-1%	-4%	2%	12%
COc1ccc2[nH]c(=O)c(CN(Cc3nnnn3Cc3ccc(F)cc3)CC3CCCO3)cc2c1 (stereo not given)	1	-8%	-16%	27%	-4%	0%	0%	0%	?	4%	0%
CC1Cc2ccccc2N1C(=O)Cn1cc([N+](=O)[O-])cn1 (stereo not given)	-1	1%	2%	0%	-1%	4%	3%	-4%	10%	0%	-1%
O=C(Oc1ccc(-c2cnc3ccccc3n2)cc1)c1cccc([N+](=O)[O-])c1	-3	7.3µM*	?	25%	?	?	3.2µM*	?	?	-2%	17%[0.365 µM]
COC(=O)c1cc(O)c(OCc2ccccc2)c(O)c1	-1	5%	7%	?	0%	-2%	4%	-2%	?	1%	8%
CCOc1ccc(S(=O)(=O)N2CCCC(C(=O)N3CCC(C(N)=O)CC3)C2)cc1Cl (stereo not given)	1	-5%	-6%	?	-3%	0%	-6%	-2%	-4%	-2%	6%
N#CCC(=O)N1CCCCCC1	0	2%	9%	-11%[10 µM]	18%	0%	0%	-4%	?	2%	1%
CCOC(=O)N1CN(C(=O)OCC)CN(C(=O)OCC)C1	1	1%	1%	8%	-2%	-5%	22%	-3%	18%	-24%	-2%
CC(C)(C)c1ccc(Cn2nnc3c(=O)[nH]c(C4CCN(C(=O)c5ccco5)CC4)nc32)cc1	-2	-2%	-13%	34%	-1%	0%	-26%	-1%	10µM*	0%	-3%
Cc1nnc(SCC(=O)NC(=O)NC(C)(C)C)n1N	-3	0%	0%	-15%	-8%	-2%	18%	1%	1%	3%	-2%
CCOc1ccc2oc(C(=O)NNC(=O)c3csc(N4CCOCC4)n3)c(C)c2c1	0	-5%	-14%	-14%	2%	?	-22%	-2%	-13%	-1%	-7%
COc1cccc(CN(C)CC(O)COC(c2ccccc2)c2ccccc2C)c1 (stereo not given)	7	-15%	4%	17%	0%	0%	-53%	4%	-14%	1%	-7%
COc1ccc(NC(=O)C2=CC=CN3CCS(=O)(=O)N=C23)c(OC)c1	.	3%	1%	.	.	.	-20%	.	15%	0%	.
O=C(c1ccco1)N(Cc1ccc(Cl)cc1)C1CCS(=O)(=O)C1 (stereo not given)	-1	2%	4%	28%	-1%	4%	-32%	-1%	16%	-2%	-8%
Cn1nc(C(F)(F)F)c2cc(C(=O)Nc3ccc(F)cc3)sc21	?	-5%	-3%	34%	-17%	-3%	-22%	-2%	?	1%	-8%
CC(C)CNC(=O)NC(=O)COC(=O)c1cccc(NS(=O)(=O)c2ccc(F)c(F)c2)c1	-2	-2%	13%	-104%	0%	-4%	-1%	-1%	-15%	-3%	?
CC1(C)CC2CC(C)(CN2Cc2cccc([N+](=O)[O-])c2)C1 (stereo not given)	13	-3%	-2%	8%	-3%	-1%	1%	-1%	-17%	-5%	0%
COC(=O)C1=C(C)N(C)C(=S)NC1c1ccc(Cl)cc1 (stereo not given)	-7	-1%	-9%	7.9µM*	0%	-7%	1%	-3%	-1%	0%	11µM*
Cc1cc(-c2nnc(SCC(=O)N3C(C)CCCC3C)o2)no1 (stereo not given)	-1	11%	5%	4%	-6%	-8%	54%	16%	?	4%	-12%
CC1CCCCN1C(=O)CSCC(=O)Nc1nc(-c2cccs2)cs1 (stereo not given)	4	10%	?	?	24%	?	71%	16%	?	0%	-5%
CCOc1ccc(/C=N/Nc2nc(=O)[nH]nc2C)cc1OC	1	7%	17%	13µM*	0%	-11%	13%	-3%	?	0%	-1%
CC(OC(=O)CCOc1ccccc1)C(=O)Nc1ccc(Cl)cn1 (stereo not given)	15	-1%	11%	19%	-6%	2%	5%	-2%	6%	-5%	-6%
CC(C)(CO)NCc1ccc(Br)cc1	2	-4%	4%	8%	-9%	0%	0%	0%	1%	-4%	-8%
O=C(CN1C(=O)CCC1=O)c1ccc(-c2ccccc2)cc1	-9	17%	6%	36%	?	?	13µM*	24%	?	1%	2%
CCCCOP(=O)(OCCCC)C1(NS(=O)(=O)c2ccccc2)C=CC(=O)c2ccccc21 (stereo not given)	?	-9%	-25%	-54%	21%	0%	-101%[inhibitor]	-2%	?	-8%	-24%
c1ccc(N2CCOCC2)c(Nc2nc3ccccc3n3cnnc23)c1	4	-9%	-6%	-17%	4%	-6%	-43%	2%	?	2%	3%
O=C(CCNS(=O)(=O)c1ccc(Br)cc1)NCc1ccc2c(c1)OCO2	6	-2%	-5%	19%	-5%	-1%	-1%	0%	-16%	-2%	-2%
O=C(COc1ccccc1[N+](=O)[O-])NNC(=O)Nc1cccc2ccccc12	3	-2%	1%	-27%	-3%	-6%	-11%	1%	?	-2%	0%
O=C(Cc1ccc(F)cc1)OCN1C(=O)c2ccccc2C1=O	8	-13%	-1%	7%	16%	2%	1%	-1%	?	-5%	16%
CCOc1ccccc1NC(=O)COC(=O)C1CCC(=O)N1 (stereo not given)	.	-2%	-7%	.	.	.	-23%	.	16%	3%	.
COc1ccc(S(=O)(=O)N(C)CC(=O)NCc2ccco2)cc1OC	1	5%	1%	18%	-4%	1%	44%	0%	18%	-5%	4%

Of the compounds above, these contain bromine:
SMILES	TRPV1 agonist	ELG1 genotox	p53 reactivator	RORg inh	Rab9 promoter act	FLuc modulator	BRCA1 expr act	NPC1 prom act	ELG1 DNA repair	Tb PFK block	VP16 counter
CC(C)(CO)NCc1ccc(Br)cc1	2	-4%	4%	8%	-9%	0%	0%	0%	1%	-4%	-8%
O=C(CCNS(=O)(=O)c1ccc(Br)cc1)NCc1ccc2c(c1)OCO2	6	-2%	-5%	19%	-5%	-1%	-1%	0%	-16%	-2%	-2%
